CXCR6 inh – CXCR6 (human) receptor inhibition | O00574 | CHO-K1 PathHunter CXCR6 beta-arrestin, luminescence | inhibition, % at 20 µM | actives 0.36% (n = 360,000); in the data active means inhibition above about 34%, passing the limit was not always enough;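 further: antagonist mode with CXCL16 agonist at 10 nM final; 0% = 10 nM CXCL16 with DMSO and 100% = unstimulated wells without agonist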
Target sequence (O00574 whole entry, looked up): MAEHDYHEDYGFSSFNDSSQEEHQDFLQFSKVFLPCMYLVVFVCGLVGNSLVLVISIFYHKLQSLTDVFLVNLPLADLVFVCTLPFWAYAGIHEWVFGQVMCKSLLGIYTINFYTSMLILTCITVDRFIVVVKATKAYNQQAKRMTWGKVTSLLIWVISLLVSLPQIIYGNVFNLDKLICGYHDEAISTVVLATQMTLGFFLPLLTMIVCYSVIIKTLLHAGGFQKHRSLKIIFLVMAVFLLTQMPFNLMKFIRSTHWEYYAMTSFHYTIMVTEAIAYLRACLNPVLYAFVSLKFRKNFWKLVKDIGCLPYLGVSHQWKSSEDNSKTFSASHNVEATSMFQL
APJ agonist – activates the human apelin receptor APJ; activation, % at 20 µM; AID 2520; P35414; CHO-K1 APJ PathHunter beta-arrestin, luminescence; 0% DMSO wells, 100% apelin; actives 0.11% (n = 330,000);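 active means activation more than six SD over the plate average, tested at 20 µM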;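 further: 0% = DMSO alone and 100% = apelin-13 at 10 nM; some results filed as inactive read as strong as hits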
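Test system: CHO-K1 APJ beta-arrestin complementation cell line | Compound: Single test compound dose, 20 µM final, 1% DMSO | Incubation: Compound 90 min 25 °C, reagent 1 h | Measured by: beta-gal luminescence | Read-out basis: APJ–arrestin association signal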
CCR6 antag – antagonists of human CCR6 receptor. P51684. CHO-K1 CCR6 PathHunter beta-arrestin, luminescence, CCL20-stimulated. inhibition, % at 20 µM. actives 0.49% (n = 340,000). AID 493098;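 active means compounds whose inhibition of the agonist-driven luminescence signal at 20 µM reaches about 50%, limit read from the data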;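 further: cells stimulated with CCL20 at 14 nM final; plate controls were DMSO with CCL20 for no effect and DMSO without agonist for full effect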
UBC13 polyUb – blocks human UBC13 polyubiquitin chain formation. P61088. TR-FRET. inhibition, % at 20 µM. actives 0.47% (n = 330,000); in the data active means inhibition above about 45%, passing the limit was not always enough
Target sequence (P61088 whole entry, looked up): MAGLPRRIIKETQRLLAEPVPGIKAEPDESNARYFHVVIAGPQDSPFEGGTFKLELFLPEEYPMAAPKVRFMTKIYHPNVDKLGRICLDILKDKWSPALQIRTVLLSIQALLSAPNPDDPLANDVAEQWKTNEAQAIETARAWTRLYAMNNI
APJ antagonist – APJ receptor antagonism; inhibition, % at 20 µM; CHO-K1 APJ beta-arrestin complementation, luminescence; actives 0.32% (n = 330,000);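 active means inhibition above about 40% at 20 µM, limit read from the data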;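 further: cells challenged with 10 nM apelin-13 agonist together with compound; plate controls were apelin-13 plus DMSO wells for no effect and DMSO wells lacking apelin-13 for full effect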
EBI2 antag – blocks human EBI2 receptor beta-arrestin signaling; actives 0.81% (n = 360,000); AID 651636; inhibition, % at 5 µM; EBI2 beta-arrestin recruitment, luminescence, 7a,25-OHC stimulated; in the data active means inhibition above about 38%;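 further: enzyme fragment complementation signal reports receptor beta-arrestin coupling in cells; 0% = agonist plus DMSO wells and 100% = wells without agonist; some results beyond the cut were filed as inactive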
Target sequence (P32249 whole entry, looked up, the tested form may be a part): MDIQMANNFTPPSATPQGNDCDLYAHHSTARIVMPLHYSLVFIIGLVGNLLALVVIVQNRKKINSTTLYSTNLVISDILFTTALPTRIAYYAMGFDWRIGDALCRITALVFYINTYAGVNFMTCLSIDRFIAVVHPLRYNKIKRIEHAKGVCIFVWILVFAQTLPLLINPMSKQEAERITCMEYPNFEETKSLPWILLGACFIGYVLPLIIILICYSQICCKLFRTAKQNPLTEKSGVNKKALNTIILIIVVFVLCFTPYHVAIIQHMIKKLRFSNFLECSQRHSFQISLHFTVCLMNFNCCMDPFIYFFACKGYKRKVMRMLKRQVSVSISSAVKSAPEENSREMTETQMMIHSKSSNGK
ATG4B inhibitor – ATG4B (human) cysteine protease inhibition; Q9Y4P1; ATG4B cleavage of LC3-PLA2, NBD-HPC fluorescence, 1 h; inhibition, % at 8.33 µM; actives 0.51% (n = 340,000); AID 504462; in the data active means inhibition above about 40%
Gli-Sufu antag – Gli-Sufu pathway antagonism; Sufu-KO-LIGHT fibroblasts, Gli luciferase reporter luminescence; inhibition, % at 5 µM; actives 0.74% (n = 340,000);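 active means inhibition above about 55%, limit read from the data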;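 further: 0% = DMSO-treated cells and 100% = wells with medium but no cells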
Active calls of the source: *; nt = not tested or not shown.

Sequence of screens – APJ agonist	CXCR6 inh	EBI2 antag	ATG4B inhibitor	APJ antagonist	CCR6 antag	UBC13 polyUb	Gli-Sufu antag
COc1ccc(-c2nc(CS(=O)CC(=O)NCc3ccccc3)c(C)o2)cc1OC (stereo unspecified)
    -1	4	7	15	20	9	-7	-37
COc1cccc2[nH]c(C(=O)NCc3ccccc3)cc12
    -3	4	-6	11	-1	2	10	19
Cc1cccc(C#N)c1NC1=CC(=O)CC(C)(C)C1
    -2	-3	-3	3	-3	-2	9	-4
COC(=O)c1ccc(N(CC(=O)NC2CCCC2)C(=O)c2ccc(C)s2)cc1
    -5	5	6	4	4	20	1	7
O=S1(=O)NC(=NCCc2ccccn2)c2ccccc21
    3	0	-8	6	-15	4	-5	9
CCCCc1nc2ccccc2c(NC(=O)CN2CCN(C)CC2)c1CCC
    -3	2	-7	-3	1	2	0	7
Cc1oc2cc3oc(=O)c(CCC(=O)NC4CC4)c(C)c3cc2c1C
    0	-4	-4	6	10	-6	15	-5
Cc1ccc(C(=O)Nc2cc(=O)n(C)c(=O)n2C)cc1C
    -3	-4	3	-8	-31	11	-4	-1
C/C(=N\Nc1ccc(S(=O)(=O)N2CCOCC2)cc1[N+](=O)[O-])C(C)C
    0	-6	-7	-10	-3	12	-29	-24
CCN(CC)S(=O)(=O)c1ccc(S(=O)(=O)NCc2cccs2)cc1
    2	-9	-13	2	-14	8	-13	25
C1=C[C@@H]2CCN(Cc3ccccc3)Cc3cccc(c32)C1
    -4	-9	-9	-1	-4	15	18	3
CN(C)c1cccc(C(=O)NNC(=O)CN2C(=O)C3CC=CCC3C2=O)c1 (stereo unspecified)
    -3	0	1	-1	6	12	12	-47
CCOC(=O)c1[nH]c2ccc(OC)cc2c1NC(=S)N1CCN(c2ccccc2OC)CC1
    -2	-2	5	27	2	20	-6	2
Cn1cccc1C(=O)Nc1ccc(N2CCOCC2)cc1
    -1	-3	3	3	6	8	-4	-50
COc1ccc(C2/C=C\CN(S(=O)(=O)/C=C/c3ccccc3)CC(=O)N2Cc2ccc(F)cc2)cc1 (stereo unspecified)
    -3	8	10	-5	6	13	-2	3
O=C(CN(c1ccccn1)S(=O)(=O)c1ccccc1)N/N=C/c1cccc([N+](=O)[O-])c1
    -1	-7	-12	-5	14	11	-5	2
CC(Nc1nc(N2CCNCC2)nc2ccccc12)c1ccccc1 (stereo unspecified)
    11	-2	-32	-13	-14	-7	-5	16
Cc1cc(C(=O)OCC(=O)N2CCC(C)CC2)c2ccccc2n1
    -3	6	-5	-7	2	3	12	-1
Cc1ccc2c(c1)N(C(=O)CCC(=O)NCc1ccccn1)CC(C)O2 (stereo unspecified)
    -2	1	2	-5	13	6	4	3
COc1ccc(OC)c(S(=O)(=O)N2c3cc(F)ccc3CCC2C)c1 (stereo unspecified)
    -1	8	12	5	11	23	3	27
CCN(CCS(=O)(=O)c1ccc(Cl)cc1)Cc1nc2ccccc2c(=O)[nH]1
    -1	-1	-7	-14	-10	9	-8	-3
O=C(COc1cccnc1[N+](=O)[O-])N1CCc2ccccc2C1
    -4	-4	-2	-6	4	8	-3	-11
COCCN1CCn2c(nc3cc(NC(=O)NC4CCCCC4)ccc32)C1
    8	-4	-5	11	0	-12	0	7
CCOC(=O)Cc1csc(NC(=O)C(C)(C)CC)n1
    -3	-4	-9	-3	17	-1	1	-15
CC(=O)CN1C(=O)NC2(CCCc3ccccc32)C1=O (stereo unspecified)
    -1	-3	0	-6	0	1	11	1
CCOC(=O)CSc1nc2c(sc(=S)n2-c2ccccc2OC)c(=O)n1Cc1ccco1
    -1	10	11	4	17	12	-8	9
CCOC(=O)C1=C(C)OC(N)=C(C#N)C1c1cncc(-c2ccc(F)cc2)c1 (stereo unspecified)
    -2	-11	8	-4	-11	17	-12	-6
CCCCNC(=O)CO/N=C(\C)c1cc2ccccc2o1
    0	-5	-6	0	12	0	0	-27
Cn1nc(C(C)(C)C)c([N+](=O)[O-])c1C(=O)Nc1cccc2ccccc12
    -2	-4	10	-11	5	17	6	-1
CC1CCCC(NC(=O)CN2C(=O)c3cccnc3Oc3ccc(Cl)cc32)C1C (stereo unspecified)
    -2	9	3	-1	7	8	-7	9

Among those listed so far, 3 contain a furan ring, fused or not.
Sequence of screens – APJ agonist	CXCR6 inh	EBI2 antag	ATG4B inhibitor	APJ antagonist	CCR6 antag	UBC13 polyUb	Gli-Sufu antag
Cc1oc2cc3oc(=O)c(CCC(=O)NC4CC4)c(C)c3cc2c1C
    0	-4	-4	6	10	-6	15	-5
CCOC(=O)CSc1nc2c(sc(=S)n2-c2ccccc2OC)c(=O)n1Cc1ccco1
    -1	10	11	4	17	12	-8	9
CCCCNC(=O)CO/N=C(\C)c1cc2ccccc2o1
    0	-5	-6	0	12	0	0	-27

(continued)
Sequence of screens – APJ agonist	CXCR6 inh	EBI2 antag	ATG4B inhibitor	APJ antagonist	CCR6 antag	UBC13 polyUb	Gli-Sufu antag
O=C(COc1ccc(Cl)cc1Cl)OCC(=O)N1CCCc2ccccc21
    -3	5	-12	15	4	9	6	8
C#CC[N+](C)(C)CCN1C(=O)C2C(c3ccccc3)C=CC(c3ccccc3)C2C1=O (stereo unspecified)
    0	5	-5	-1	-4	11	-10	-1
Cc1ccc(OCC(=O)N/N=C/C=C/c2ccco2)cc1C
    -3	-4	9	-3	17	10	-17	10
O=C(CCNS(=O)(=O)c1ccc(Br)cc1)Nc1cccc(F)c1
    -2	2	1	4	9	16	5	-27
Cc1cc(C)nc(NS(=O)(=O)c2ccc(NC(=O)Nc3ccccc3F)cc2)n1
    0	6	10	-1	-5	5	-1	48
CC(=O)c1ccc(NC(=O)C2CCN(S(=O)(=O)c3cccs3)CC2)cc1
    -4	1	2	1	-9	5	0	-37
C[C@@H]1CC=C[C@H]2[C@H]1C(=O)N(Cc1ccccc1)[C@H]2c1ccc(C(F)(F)F)cc1
    -10	10	12	4	7	16	-1	3
CCC(=O)N1c2ccc(S(=O)(=O)N(CCO)Cc3ccccc3)cc2CC1C (stereo unspecified)
    1	-8	-6	-11	24	-4	-1	2
CN1CCN(c2ccc(C(=O)NC3CCCCC3)cc2[N+](=O)[O-])CC1
    -1	0	7	-6	-11	17	-8	14
CC(=O)c1ccc(NC(=O)N2CCN(c3cccc(Cl)c3)CC2)cc1
    3	-20	5	-16	-4	8	6	12
CCOC(=O)c1ccc2[nH]c(C)c(CN3CCN(C)CC3)c(=O)c2c1
    nt	-2	4	2	nt	-13	nt	4
COc1ccc(CC(=O)NC2CC(C)(C)NC(C)(C)C2)cc1OC
    0	4	-13	-1	5	-4	-2	-4
CC(=O)Nc1ccc(S(=O)(=O)N2CCN=C2SCc2ccc([N+](=O)[O-])cc2)cc1
    18	-7	-4	6	-21	-5	-9	28
CCOc1cc(N2CCOCC2)c(OCC)cc1NC(=O)COC(=O)c1c(CC)noc1C
    -4	5	9	2	-5	9	6	-3
Cc1cc(C)n(C(=O)CNC(=O)c2cccc(Br)c2)n1
    -1	4	-6	-1	-12	6	12	-7
CCOc1cc(/C=N/NC(=O)CN2CCCCC2)ccc1OCc1cccc(Cl)c1
    -1	-9	-3	-6	-3	12	36	5
O=C(O)c1ccc(NC2OC[C@@H](O)[C@H](O)[C@H]2O)cc1 (stereo partly specified)
    5	-4	-4	1	6	-1	-16	-2
Cc1cc(=O)[nH]c(SCn2nnc3ccccc3c2=O)n1
    1	4	3	1	7	0	4	22
NC(=O)c1ccc2c(c1)S(=O)(=O)c1ccccc1C2=O
    -2	-23	-14	-4	-37	0	-8	0
CCCCSc1nc(NCc2ccco2)c2c3c(sc2n1)COC(C)(C)C3
    -3	1	3	-1	5	-11	1	10
Cn1cc(S(=O)(=O)N2CCN(c3ccccc3F)CC2)c(=O)n(C)c1=O
    1	0	-7	-4	-10	2	-7	0
C/C(=N/NC(=O)c1cc(Cl)ccc1O)C12CC3CC(CC(C3)C1)C2
    -2	0	5	0	1	17	-3	-1
Clc1ccccc1OCCCOc1cccc2cccnc12
    -1	1	12	9	-16	0	4	-30
O=C(CN1C(=O)NC2(CCCC2)C1=O)Nc1nc2ccc(F)cc2s1
    -5	-2	7	-10	19	15	4	1
Cc1cccc(C)c1NC(=O)CSc1nc(N2CCOCC2)nc(N2CCOCC2)n1
    0	-4	3	9	-5	-1	-9	-1
O=C1NCC(=O)N2CCC[C@@H]12
    -6	-2	-11	-25	13	-5	2	-3
O=C(CCCCn1c(=O)[nH]c2ccsc2c1=O)NCCc1ccccc1
    -1	-15	4	-13	6	3	-4	2
N#Cc1ccc(-c2csc(NC(=O)/C=C/c3cccs3)n2)cc1
    7	3	9	0	-48	6	-2	6
O=[N+]([O-])c1ccn(-c2nc(-c3ccccc3)cc(C(F)(F)F)n2)n1
    -5	11	13	8	8	18	2	-8
CCOC(=O)c1c(-c2ccc(C)cc2)csc1NC(=O)c1ccc(N2C(=O)CCC2=O)cc1
    -2	4	17	-2	-8	12	28	-5
NC(=O)c1sc2cc(C(F)(F)F)cnc2c1-c1ccccc1
    -1	-1	-13	-2	4	-6	-8	2
COc1ccccc1/C=C/C(=O)N1CCC(c2ccccc2)C1 (stereo unspecified)
    -5	-4	19	13	-4	15	6	-64
CCCn1c(C(=O)OC)cc2c1ccn2-c1ccc(F)cc1
    -4	-2	31	-3	-2	17	2	-9
Cc1ccc(NC(=O)COC(=O)CCc2ccc(S(=O)(=O)N3CCOCC3)cc2)cc1C
    -1	-4	-2	-18	-23	-5	-12	-5
Cc1ccc(Cn2c(N)c(S(=O)(=O)c3cccs3)c3nc4ccccc4nc32)cc1
    -1	12	12	-3	7	0	5	15
O=C(CCc1nc(-c2ccc(Cl)cc2)no1)NC1CCCCC1
    13	-7	6	0	-1	0	12	5
Cc1ccc(S(=O)(=O)Nc2cccnc2)cc1
    -4	5	-4	-6	-5	-10	-8	1
Cc1ccc(NC(=O)CSc2nnc(C)c(=O)[nH]2)cc1C
    -3	-1	8	3	15	-3	-13	-2
CCC(C)n1c(SCC(=O)/C(C#N)=C(\C)N)nc2ccccc2c1=O (stereo unspecified)
    -3	-2	-10	9	-4	11	5	6
Fc1ccc(CNc2nc(-c3ccccc3)nc3ccccc23)cc1
    -4	-5	1	14	7	0	13	8
O=C(NCC1CCCO1)C1CCCN(S(=O)(=O)c2cccc(C(F)(F)F)c2)C1 (stereo unspecified)
    0	1	-10	14	7	27	-1	-5
Cc1ccc(NS(=O)(=O)c2cc(C(=O)O)ccc2Cl)c(C)c1
    3	-3	2	-7	-6	-1	-2	7
COc1ccc(NC(=O)CN(C)C(=O)c2n[nH]c3ccccc23)cc1
    -1	-6	10	2	4	3	-7	6
Cc1cc2nc(SCCN3CCCC3)[nH]c2cc1C
    -3	-2	7	2	8	-6	6	0
CC(=O)N1CCN(Cc2nc3cc(NC(=O)c4cccc(Br)c4)ccc3n2C)CC1
    3	-11	-4	-1	-49	-2	-2	1
Cc1cc(F)c(F)c(C(=O)N2CCOCC2)c1Cl
    -4	3	-4	-4	3	4	8	-4
CCOC(=O)C1=C(C)NC(C)=C(C(=O)OCC)C1c1ccc(Br)o1
    0	-2	8	-7	-23	15	0	18
O=[N+]([O-])c1ccc(-c2cn(-c3ccccc3)c(=S)[nH]2)cc1
    6	-4	-21	13	-3	16	-36	-25
CCCCNS(=O)(=O)c1ccc(OCC(=O)OC)cc1
    3	-11	-6	-2	5	-6	-3	-3
C=C(C)COc1ccc2c3c(c(=O)oc2c1OCC(=C)C)CCC3
    -3	1	10	22	-6	9	3	-9
Cc1cccc2cc(COC(=O)c3cccc([N+](=O)[O-])c3)c(=O)[nH]c12
    -3	nt	nt	-1	-3	2	-7	3
CCCNC(=O)c1cc(-c2ccc(Br)cc2)on1
    -1	-5	-2	5	5	-4	-3	-99

Bioassay records: PubChem BioAssay, Sanford-Burnham Center for Chemical Genomics
